Screens as filed in PubChem.
CCT chaperon mod: changes cytosolic chaperonin activity; 0.3% of 360,000 active; activity change, % (concentration not given with the values), hits read low; purified chaperonin ATPase assay, HTRF ADP detection, 30 min; in the data active means activity change below about -30%; further: on the % scale 0 is the no-effect control and ±100 the full control effect
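We incubate TRiC, 40 or 20 nM final, with library compounds at 76 uM and 10 uM ATP for 30 min at 37 °C. ADP formed is detected with Transcreener HTRF reagents after 30 min at room temperature.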
pAkt inh: Akt phosphorylation inhibition; Neuro2A IGF-stimulated pAkt S473 HTRF, 20 min; hits give low values; activity change, % for hits at 50 µM; 0.32% of 360,000 active; in the data active means activity change below about -80%; inconclusive means mostly about -51% to -80%; further: on the % scale 0 is the no-effect control and ±100 the full control effect
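Neuro2A cells in DMEM with 0.5% FBS, overnight at 37 deg C, given compound at single 50 µM final, then IGF (6 nM final) for 20 min at 37 deg C. Lysed; phospho-Akt Ser473 by HTRF after 24 h, 665/615 ratio.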
Nrf2 activator: activates Nrf2 signaling; AID 624171; AREc32 ARE-luciferase reporter (MCF7-derived line), luminescence, 24 h; Potency, µM (doses to about 46.1 µM), for the others: top-dose activation, usual class: activators; 0.31% of 410,000 active; further: potency means the concentration at half of the fitted maximal effect; % of control where 0% means no effect; nearly all actives have a fitted effect of over 65% in size
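ARE-driven firefly luciferase activity in AREc32 cells measured after a 24 hr compound exposure at 37 deg C, using Steady-Glo reagent and a 30 min room-temperature hold.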
Nrf2 inh: inhibitors of Nrf2 signaling | A549 ARE-Fluc reporter, luciferase luminescence, 18-24 h | Potency, µM (series often up to 46 µM), for inactives: at the highest dose activity change, negative = inhibition, usual class: inhibitors | AID 504444 | 2.1% of 360,000 active; further: potency means the concentration at half of the fitted maximal effect; on the % scale 0 is the no-effect control and ±100 the full control effect; nearly all actives have a fitted effect of over 60% in size
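A549 ARE_Fluc cells (5000/well, 5% FBS OPTI-MEM) pre-incubated 2 h, then treated with compounds 18-24 h at 37C/5% CO2 in concentration-response. CellTiter-Fluor viability read first; BugLite luciferase luminescence after 15 min at room temperature gives Nrf2 activity.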
Abeta yeast res: compounds reversing amyloid beta toxicity in yeast. Potency, µM (doses to about 46.1 µM), for the others: top-dose growth rescue, most hits filed as activators. 0.063% of 410,000 active. yeast expressing A-beta42, growth rescue, OD600, 48 h; response scale: 0% DMSO, 100% iron-clioquinol control. AID 1347071; further: potency means the concentration at half of the fitted maximal effect; nearly all actives have a fitted effect of over 55% in size
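Yeast growth medium received pinned compounds, then yeast cells expressing toxic A-beta were added; plates incubated at 30 C for 48 hr. Growth read as absorbance at 600 nm, normalized to DMSO and equimolar FeCl3 plus clioquinol controls.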
TGFb inhibitor: TGF-b pathway inhibition; HepG2 CAGA-GFP TGF-b/SMAD3 reporter, GFP fluorescence, 18 h; TGF-beta stimulated, 500 pg/mL final; Potency, µM (highest dose often 46.1 µM), without a hit: top-dose activity, negative = inhibition, actives largely listed as inhibitors; 1.2% of 410,000 active; further: potency means the concentration at half of the fitted maximal effect; on the % scale 0 is the no-effect control and ±100 the full control effect; nearly all actives have a fitted effect of over 65% in size
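First, reporter cells (HEPG2 CAGA-GFP) rested 2 h at 37 degrees C. Next, compounds were pinned in and TGF-beta added to 500 pg/mL final. After 18 h, GFP was imaged per cell and summed per well.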
MmCpn inh: M. maripaludis TRiC chaperonin inhibition | 0.031% of 330,000 active | AID 504842 | Potency, µM (titrated, usually from 76.9 µM), inactives show at the highest dose activity, negative = inhibition, usual class: inhibitors | purified Mm-Cpn ATPase, ADP Transcreener TR-FRET; further: potency means the concentration at half of the fitted maximal effect; on the % scale 0 is the no-effect control and ±100 the full control effect; nearly all actives have a fitted effect of over 80% in size
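Eu-cryptate anti-ADP/ADP-d2 competition gives a ratio inversely related to ADP. Enzyme at 25 nM was pre-exposed to compound for 10 min, then given 10 uM ATP for 30 min, 37°C throughout.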
HepG2 viability: kills HepG2 cells in TGF-b inhibitor counter-screen; AID 588856; HepG2 CAGA-GFP viability, ATP luminescence, 18 h; Potency, µM (doses to about 46.1 µM), inactives show at the highest dose activity change, negative = cytotoxicity, actives largely listed as cytotoxic; 0.76% of 410,000 active; further: potency means the concentration at half of the fitted maximal effect; some results filed as inactive show a strong effect at the top dose
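HepG2 CAGA-GFP cells (1000/well, DMEM with 1% FBS) received compound, then TGF-beta at 500 pg/mL final, and were incubated 18 hours at 37 degrees C. Viability was read by CellTiter-Glo luminescence. Media-only wells were set as complete cell-killing and DMSO as no toxicity.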
A549 tox: kills or reduces viability of A549 cells in Nrf2 counter-screen | A549 ARE-Fluc cells, CellTiter-Fluor viability, 18-24 h | Potency, µM (doses to about 46 µM), without a hit: at the top dose activity change, negative = cytotoxicity, usual class: inhibitors | 0.16% of 390,000 active; further: potency means the concentration at half of the fitted maximal effect; on the % scale 0 is the no-effect control and ±100 the full control effect
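Cytotoxicity counterscreen: CellTiter-Fluor fluorescence was measured in A549 ARE_Fluc cells after 18-24 h of compound exposure in a concentration series. The subsequent BugLite luminescent read reports ARE-luciferase activity.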
* = called active by the depositor; i = inactive; ? = inconclusive; . = not tested or not shown; & = joins results of further samples; [ ] = dose if it differs, or a comment. Unless noted, the call rests on the fitted dose curve; in most records, active means well fitted curve in the direction sought with a large enough effect; inconclusive means small, poorly fitted or top-dose-only effect, or another doubt; inactive means no such curve, though single readings can be large; an effect the other way counts as inactive or inconclusive. Hits appear at their usual frequency, and some 4.3% of all compounds hit somewhere here.

Start of the listing, in advance:
SMILES	CCT chaperon mod	pAkt inh	Nrf2 activator	Nrf2 inh	Abeta yeast res	TGFb inhibitor	MmCpn inh	HepG2 viability	A549 tox
Cc1ccccc1C(=O)Nc1cccc(C(=O)N/N=C/c2ccccn2)c1	-3.7	i	-0.1%	8.5%	-14.4%	16.6%	0.3%	-0.8%	1.2%
Cc1ccccc1S(=O)(=O)N(C)C[C@@H]1OCc2cnnn2CCCC(=O)N([C@H](C)CO)C[C@@H]1C	-0.2	i	-0.7%	.	-7.3%	29.0%	.	39.1%	.

The whole of this part (from the top)
SMILES	CCT chaperon mod	pAkt inh	Nrf2 activator	Nrf2 inh	Abeta yeast res	TGFb inhibitor	MmCpn inh	HepG2 viability	A549 tox
Cc1ccccc1C(=O)Nc1cccc(C(=O)N/N=C/c2ccccn2)c1	-3.7	i	-0.1%	8.5%	-14.4%	16.6%	0.3%	-0.8%	1.2%
Cc1ccccc1S(=O)(=O)N(C)C[C@@H]1OCc2cnnn2CCCC(=O)N([C@H](C)CO)C[C@@H]1C	-0.2	i	-0.7%	.	-7.3%	29.0%	.	39.1%	.
CCOC(=O)Cn1cc(-c2ccccc2)nn1	0.5	i	-0.3%	6.8%	-17.2%	-14.9%	0.8%	-4.1%	-6.8%
CCOc1cc(C(c2c(C)[nH]n(-c3ccccc3)c2=O)c2c(C)[nH]n(-c3ccccc3)c2=O)ccc1O	.	.	?	6.3%	-5.0%	11.2µM*	.	8.91µM*	-6.6%
CCOC(=O)c1c(NC(=O)CC2SC(N)=NC2=O)sc2c1CCCC2 (stereo not given)	-0.8	i	2.5%	1.64µM*	-19.5%	9.2%	0.7%	6.5%	-24.1%
N=C1/C(=C/c2ccc(-c3cccc(C(=O)O)c3)o2)C(=O)N=C2SC(CC(=O)N3CCOCC3)=NN12	-1.3	i	-0.4%	26.5%	-4.8%	1.5%	-1.6%	-9.9%	-2.4%
COCCn1c(COc2ccc(C)cc2)nc2ccccc21	-2.3	i	2.7%	12.0%	13.5%	?	0.4%	-18.4%	6.8%
Cc1ccc(-c2nnc(SCC(=O)O)n2N)cc1	1.6	i	-0.4%	4.4%	10.4%	-2.8%	-14.9%	1.6%	-3.5%
COc1cc(C)c(CN2CCC(Cc3ccccc3)CC2)cc1C	0.3	i	0.3%	-1.5%	1.5%	-24.8%	-1.9%	-39.0%	-18.3%
CCN(CC)CCNc1ccc(CO)c2sc3ccccc3c(=O)c12	-0.4	.	-0.2%	6.51µM*	-17.5%	?	0.6%	-15.3%	16.4µM*
CCCc1ccc2oc(C(=O)NCCCN3CCOCC3)c(C)c2c1	-1.6	i	0.5%	23.4%	-7.1%	-20.8%	1.1%	-22.0%	0.5%
O=C(O)c1ccccc1CSc1nc2ccccc2[nH]1	-0.7	i	0.7%	4.5%	-9.5%	-0.4%	1.5%	-4.9%	2.0%
CCOC(=O)C1C(c2cccc(F)c2)NC(=S)NC1(O)C(F)(F)F (stereo not given)	-4.3	i	-0.6%	-8.3%	-3.7%	-7.8%	-0.2%	0.6%	1.6%
Cc1cc2n(c(=O)c1C#N)CCCN2c1ccccc1	-3.1	i	0.3%	-0.2%	9.4%	-12.2%	-2.8%	9.7%	-12.8%
COc1ccc(NC(=O)CN2C(=O)NC(c3ccccc3)(c3ccccc3)C2=O)cc1OC	0.1	i	-0.3%	?	-2.3%	0.8%	1.2%	0.8%	1.9%
C/C=C(/C)C(=O)OC1Cc2c(ccc3ccc(=O)oc23)OC1(C)C (stereo not given)	2.9	i	10.1%	6.1%	-13.7%	1.0%	-2.2%	-2.2%	-0.3%
CCC(=O)OCCNc1cc(Sc2nccn2C)c2nonc2c1[N+](=O)[O-]	0.1	i	2.6%[9.22 µM]	-1.2%	0.0%	11.2µM*	-3.1%	-124.4%	?
CCOc1ccc(N(CC(=O)N2CCN(c3ccccc3)CC2)S(=O)(=O)c2c(C)noc2C)cc1	0.4	i	-0.9%	-17.5%	11.1%	?	-1.8%	-33.0%	-3.5%
N#Cc1ccc(S(=O)(=O)N2CCN(c3ncccn3)CC2)cc1	-0.8	i	0.2%	0.0%	-4.2%	-4.1%	-2.5%	-12.2%	0.0%
O=C(COc1ccc(C(=O)c2ccccc2)cc1)NCC(=O)Nc1ccccc1Br	0.2	i	0.5%	-6.8%	-8.7%	24.0%	-0.2%	-0.1%	-1.0%

Single records, from the list above:
Entry for COc1cc(C)c(CN2CCC(Cc3ccccc3)CC2)cc1C → CCT chaperon mod = 0.3; pAkt inh = i; Nrf2 activator = 0.3%; Nrf2 inh = -1.5%; Abeta yeast res = 1.5%; TGFb inhibitor = -24.8%; MmCpn inh = -1.9%; HepG2 viability = -39.0%; A549 tox = -18.3%
Entry for O=C(COc1ccc(C(=O)c2ccccc2)cc1)NCC(=O)Nc1ccccc1Br → CCT chaperon mod = 0.2; pAkt inh = i; Nrf2 activator = 0.5%; Nrf2 inh = -6.8%; Abeta yeast res = -8.7%; TGFb inhibitor = 24.0%; MmCpn inh = -0.2%; HepG2 viability = -0.1%; A549 tox = -1.0%

Remaining list, next part
SMILES	CCT chaperon mod	pAkt inh	Nrf2 activator	Nrf2 inh	Abeta yeast res	TGFb inhibitor	MmCpn inh	HepG2 viability	A549 tox
CCOc1ccc(-n2c(=O)c3sccc3n(CC(=O)NCCc3ccc(OC)c(OC)c3)c2=O)cc1	1.6	i	0.3%	-10.2%	-0.6%	4.9%	0.9%	-8.8%	-19.7%
COCCSc1nnc(NC(=O)Cc2ccc(OC)c(OC)c2)s1	-3.6	i	0.5%	?	-1.8%	-9.1%	3.5%	1.8%	5.3%
COc1cc(C(=O)Oc2ccc(/C=N/NC(=O)c3ccncc3)cc2)cc(OC)c1OC	-0.4	i	-0.3%	3.4%	-10.1%	5.1%	-14.9%	5.4%	0.0%
Cc1ccc(C)c(N2CCN(CCCNC(=O)Cn3c(=O)c4cccn4c4cccnc43)CC2)c1	-1.9	i	0.3%	1.5%	11.7%	3.0%	1.4%	-14.7%	-6.0%
CCc1ccn2cc(-c3ccc4c(c3)OCO4)nc2c1	-5.4	i	-3.2%	?	-21.9%	-22.9%	-3.4%	-61.7%	1.3%
CC1CN(C(=O)COC(=O)c2cc(S(N)(=O)=O)c(Cl)cc2Cl)CC(C)O1 (stereo not given)	-2.5	i	-0.7%	5.2%	8.3%	13.6%	0.5%	6.8%	-0.1%
O=C(COC(=O)Cc1n[nH]c(=O)c2ccccc12)NNC(=O)c1ccc(Br)cc1	-0.2	i	-0.2%	3.8%	-1.1%	5.0%	-3.2%	4.5%	2.1%
Cc1ccccc1NC(=O)CC(=O)Nc1ccccc1C	1.2	i	0.6%	-15.5%	4.9%	-3.1%	-2.3%	-3.1%	-1.7%
Cc1cc(Br)cc2c1N(C)C(=O)C2(c1ccc(O)cc1)c1ccc(O)cc1	1.5	i	-2.2%	2.1%	17.0%	?	.	-83.4%	0.2%
CCc1ccc(N=C2NC(=O)CS2)cc1	-1.1	i	0.6%	4.1%	3.8%	10.3%	1.6%	-2.2%	-4.2%
CC1=C(c2ccc(Cl)cc2)S(=O)(=O)N=C1N1CCN(c2cccc(C)c2C)CC1	.	.	0.1%	-24.9%	-7.7%	1.6%	.	1.9%	12.1%
CCC1=Nc2cc(C(=O)NCc3ccco3)ccc2Sc2ccccc21	-0.5	i	6.0%	6.8%	4.3%	-28.2%	-3.0%	-15.4%	0.6%
CCCc1cc(=O)[nH]c(Nc2ccc(O)cc2C)n1	.	.	?	13.0%	0.8%	-1.7%	.	-1.1%	1.2%
CC(C)(C)c1ccc(C(=O)N2CCCC(c3nc4c(nnn4Cc4cccc(F)c4)c(=O)[nH]3)C2)cc1 (stereo not given)	.	.	0.7%	?	26.2%	?	.	-103.1%	-5.2%
CCOC(=O)c1ccc(NC(=O)CNS(=O)(=O)c2ccccc2)cc1	3.6	i	1.0%	.	23.8%	7.0%	2.4%	3.3%	2.3%
Cc1ccc(NC(=O)CCOc2ccccc2)cc1	-0.6	i	0.2%&4.9%	?	7.4%&1.1%	-1.5%&-1.4%	-1.0%	-3.2%&8.6%	3.3%&2.5%
CCOC(=O)CSc1nc2c(sc3ccccc32)c(=O)n1Cc1ccc(C)cc1	.	.	-0.4%	.	0.4%	-22.8%	.	0.3%	1.9%
COc1ccc(CCNC(=O)CSc2nc(=O)n3cc(C)ccc3n2)cc1OC	0.2	i	-0.2%	-1.8%	1.8%	?	0.6%	-3.1%	-2.3%
CC(=O)O[C@H]1C[C@@]2(C)[C@@H](C[C@@H](O)[C@H]3[C@@]4(C)CC[C@@H](O)[C@@H](C)[C@@H]4CC[C@@]32C)/C1=C(\CCC=C(C)C)C(=O)O	-2.2&-3.0	i	-0.2%&-0.9%	28.5%&-24.4%	-6.9%&-14.0%	-5.0%&-2.9%	1.6%	-3.4%&-16.6%	-5.4%&-6.2%
Cc1nnsc1C(=O)Oc1ccc(C(C)C)cc1	.	.	-1.1%	3.7%	5.3%	3.5%	.	8.2%	0.2%
CC(C)c1cc(C(=O)O)c2cnn(C(C)C)c2n1	-1.1	i	0.2%	1.0%	-1.0%	0.9%	0.6%	3.5%	0.0%
CCOc1ccccc1CN1C(=O)C2(OCCO2)c2ccccc21	0.0	i	-0.6%	-32.0%	-6.5%	5.0%	-2.1%	-19.0%	0.7%

Looked up above:
Cc1ccccc1S(=O)(=O)N(C)C[C@@H]1OCc2cnnn2CCCC(=O)N([C@H](C)CO)C[C@@H]1C | CCT chaperon mod = -0.2
COc1ccc(NC(=O)CN2C(=O)NC(c3ccccc3)(c3ccccc3)C2=O)cc1OC | CCT chaperon mod = 0.1
